Bioassay records from PubChem BioAssay.
Rv3671c inh = Rv3671c serine protease inhibitors, primary screen, biochemical, fluorescence polarization, M. tuberculosis H37Rv; P9WHR9; inhibition, % at 5.96 µM; 320,000 compounds, 0.048% hits; in the data active = inhibition above about 38%;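 note: extracellular domain of Rv3671c used as enzyme; 0% = enzyme with DMSO and 100% = no enzyme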
Target sequence (P9WHR9 whole entry, looked up, the tested form may be a part): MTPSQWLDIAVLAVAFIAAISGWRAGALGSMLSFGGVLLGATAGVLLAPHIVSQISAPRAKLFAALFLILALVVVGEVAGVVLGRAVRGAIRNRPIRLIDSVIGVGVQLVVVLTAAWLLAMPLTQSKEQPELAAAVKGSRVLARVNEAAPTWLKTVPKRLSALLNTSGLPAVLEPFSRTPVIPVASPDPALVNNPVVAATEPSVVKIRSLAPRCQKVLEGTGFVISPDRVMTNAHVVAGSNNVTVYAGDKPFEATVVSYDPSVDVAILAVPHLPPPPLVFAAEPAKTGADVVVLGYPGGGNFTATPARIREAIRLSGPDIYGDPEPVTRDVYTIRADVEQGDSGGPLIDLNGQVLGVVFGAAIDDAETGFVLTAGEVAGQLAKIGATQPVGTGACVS
PrPC TRFRET = inhibitors of human cell surface prion protein PrPC, primary screen, cell-based, TR-FRET; TR-FRET read-out; 370,000 compounds, 0.43% hits; Major prion protein (Homo sapiens), P04156; AID 720596, 2013; inhibition, % at 13.8 µM; in the data active = inhibition above about 24%; note: 0% = median of the test wells and 100% = reference compound wells
Mtb UGM inh = M. tuberculosis UGM enzyme inhibitors, primary screen, biochemical, fluorescence polarization, single point; AID 504406, 2011; inhibition, % at 10 µM; UDP-galactopyranose mutase (Mycobacterium tuberculosis (strain ATCC 25618 / H37Rv)), …; 320,000 compounds, 0.06% hits; purified UGM, fluorescence polarization probe displacement; in the data active = inhibition above about 10%, passing the limit was not always enough; inconclusive = no clear call, values can overlap the other calls
Mtb FBA inh = Mtb FBA enzyme inhibitors, primary screen, biochemical, fluorescence, strain H37Rv; AID 588726, 2011; inhibition, % at 1 µM; purified M. tuberculosis FBA, fluorescence read-out; 360,000 compounds, 2.3% hits; Fructose-bisphosphate aldolase (Mycobacterium tuberculosis (strain ATCC 25618 / H37Rv)), …; in the data active = inhibition above about 27%;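 note: 0% = vehicle and 100% = reference inhibitor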
Target sequence (P9WQA3 whole entry, looked up): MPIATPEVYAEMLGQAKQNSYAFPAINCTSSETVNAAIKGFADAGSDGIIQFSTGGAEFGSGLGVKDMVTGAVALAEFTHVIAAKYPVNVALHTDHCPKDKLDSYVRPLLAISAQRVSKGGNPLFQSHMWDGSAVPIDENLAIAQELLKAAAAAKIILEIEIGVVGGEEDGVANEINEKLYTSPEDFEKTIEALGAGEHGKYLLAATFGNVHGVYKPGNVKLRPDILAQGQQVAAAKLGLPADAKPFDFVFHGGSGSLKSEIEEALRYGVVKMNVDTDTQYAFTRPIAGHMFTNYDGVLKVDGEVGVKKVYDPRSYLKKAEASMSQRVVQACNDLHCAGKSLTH
BoNT-F LC inh = BoNT/F light chain protease inhibitors, primary screen, biochemical, flow cytometry, MLPCN library. Botulinum neurotoxin type F light chain protease (Clostridium botulinum). Multiplex microsphere protease cleavage assay. inhibition, % at 10 µM. 360,000 compounds, 0.22% hits. AID 588497, 2011; in the data active = inhibition above about 35%, passing the limit was not always enough; inconclusive = no clear call, values can overlap the other calls; note: plate controls were buffer without enzyme for full effect and enzyme alone for no effect
MazF activator = activators of E. coli MazEF toxin-antitoxin RNase, primary screen, biochemical, fluorescence, uHTS | activation, % at 20 µM | FAM/BHQ RNA-DNA oligo cleavage fluorescence, 5 h | 350,000 compounds, 0.32% hits | Endoribonuclease toxin MazF (Escherichia coli (strain K12)), P0AE70; in the data active = activation above about 50%
Target sequence (P0AE70 whole entry, looked up): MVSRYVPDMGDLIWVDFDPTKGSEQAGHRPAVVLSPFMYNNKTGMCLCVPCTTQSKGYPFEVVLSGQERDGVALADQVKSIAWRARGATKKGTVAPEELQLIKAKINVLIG
Mtb BioA inh = M. tuberculosis BioA enzyme inhibitors, primary screen, biochemical, plate reader, single point, HTS | purified M. tuberculosis BioA enzyme | inhibition, % at 9.99 µM | 360,000 compounds, 0.096% hits; in the data active = inhibition above about 40%; inconclusive = no clear call, values can overlap the other calls
GDH-TPI inh = GDH-TPI coupling enzyme inhibitors, primary screen, artefact control for M. tuberculosis FBA inhibitor project, biochemical, absorbance, full deck | GDH-TPI coupled enzyme counterscreen, NADH absorbance | inhibition, % at 4.8 µM | 360,000 compounds, 1.2% hits; in the data active = inhibition above about 30%;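 note: 0% = DMSO wells and 100% = wells lacking the enzyme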
FadD28 binding = inhibitors of FadD28 bisubstrate probe binding, primary screen, biochemical, fluorescence polarization, single point; Mycobacterium tuberculosis FadD28 fatty-acid-AMP ligase; AID 588549, 2011; 360,000 compounds, 0.22% hits; inhibition, % at 12.5 µM; in the data active = inhibition above about 8.5%, passing the limit was not always enough; inconclusive = no clear call, values can overlap the other calls
* marks the source's active call; other numbers are inactive results; u = inconclusive; x = no result given; & = joins results of further samples.

SMILES	Rv3671c inh	PrPC TRFRET	Mtb UGM inh	Mtb FBA inh	BoNT-F LC inh	MazF activator	Mtb BioA inh	GDH-TPI inh	FadD28 binding
OCC(CO)c1cnnc2ccccc12	x	-3	x	4	-2	-2	-2.1	11	-0.3
CCCCN(C(=O)CSc1nc(CCC)cc(=O)[nH]1)c1c(N)n(Cc2ccccc2)c(=O)[nH]c1=O	7	6	-1.6	7	-3	-10	2.3	11	-1.9
COc1ccccc1N1CCN(CCN(C(=O)C2CCCCC2)c2ccccn2)CC1	2	-6&3	-2.8	-2&2	-6&-15	5&13	-0.1&0.5	6&-3	-0.3&0.0
CC(C)(C)OC(=O)NCCCCC1=CC2=CC(=O)C(C)(O)C(=O)C2=CO1 (stereo not given)	7	-1	1.0	1	18	11	-0.4	6	0.0
CCOC(=O)c1c(-c2ccccc2)nc2cc(C)ccn12	-1	6	0.2	1	-2	-2	2.7	9	1.4
COC(=O)C1=C(O)/C(=C\c2cc(C)n(-c3ccc(F)cc3)c2C)N=C1C	8	-6	0.7	8	3	-33	x	7	2.0
Cn1ccc(C(=O)OCC(=O)Nc2cccc(Cl)c2)n1	13	5	-1.9	-6	-2	11	-0.1	-15	-4.6
O=CN1CCN(C(=O)C(=O)c2cn(CC(=O)N3CCCCC3)c3ccccc23)CC1	-1	-4	-1.9	2	-2	-6	-0.7	9	0.6
COc1ccccc1-c1c(C)nn2c(C)cc(C)nc12	-3	-5	0.6	1	-12	6	0.5	0	0.0
CCOCCCn1c(=NC(=O)c2cccnc2)c(C(=O)OCC)cc2c(=O)n3ccccc3nc21	-1	-42&-43	3.4	145*	-9&-6	7&3	2.4	12&-4	-3.0&-3.5
O=C(/C=C/c1cccc(Cl)c1)Nc1ncccn1	-4	-6	-0.5	-3	-8	3	x	14	0.1
Cc1cccc(C)c1N1CCN(c2nc(N(C)C)oc(=O)c2C#N)CC1	2	-7	0.0	0	2	-2	-0.4	-5	-3.9
CSc1nsc(SCC(=O)Nc2nncs2)n1	0	5	0.0	1	2	2	x	0	-0.2
Cc1ccc(C(c2nnnn2Cc2ccccc2)N2CC=C(c3ccc(F)cc3)CC2)cc1 (stereo not given)	-10	-6	-1.8	-1	4	-6	0.0	14	-0.6
O=C(CNC(=O)c1ccco1)N/N=C/c1ccc(C(=O)O)cc1	-10	4	7.1	2	5	18	-1.9	0	-1.2
CCn1c(O)c(C=Nc2ccccc2)oc1=S	-2	-4	0.1	0	-3	10	-0.9	7	-3.7
COCCN(Cc1cc2cc(C)ccc2n2nnnc12)C(=S)Nc1cccc(C)c1	-8	-8	1.1	3	-2	-5	x	-3	-1.4
Cc1cc(N2CCOCC2)n2nc(-c3cccc(F)c3)cc2n1	-11	4	4.4	1	-12	0	-1.5	4	-2.0
CCCS(=O)(=O)N1CCN(Cc2ccccc2OCC)CC1	14	-2	-1.2	2	8	0	1.9	-5	-3.4
Nc1c(Cl)cc(Cl)cc1C(=O)OCC(=O)NC1CC1	0	3	-1.4	84*	-22	8	-0.6	10	0.2
Cc1ccc(C)c(OC(=O)c2cccnc2)c1	3	x	0.0	3	u	-1	-1.8	11	3.0
COc1cc(C(=O)N2CCN(Cc3ccccn3)CC2)cc(OC)c1OC	0	8	-1.2	0	-2	5	-0.4	2	1.1
CN(Cc1ccccc1)C(=O)c1nc2ccccn2c1CNCCOc1cccnc1	-2	12	-1.3	5	-7	0	1.2	18	-0.4
COc1ccccc1NC(=O)CSc1nc2ccccc2nc1N1CC(C)OC(C)C1 (stereo not given)	0	3	-0.3	-2	0	-6	-3.5	13	-0.7
C[C@H](CO)N1C[C@H](C)[C@H](CN(C)C(=O)Nc2ccc(F)cc2)Oc2ccc(NC(=O)NC3CCCCC3)cc2CC1=O	1	1	1.8	4	2	2	-1.8&0.0	7	-0.6
CCCc1cc(=O)oc2cc(OCC(=O)NC(Cc3ccc(Cl)cc3)C(=O)O)ccc12 (stereo not given)	-5	-3	2.2	18	-2	-5	0.7	2	-5.1
COc1ccc(N/C=C\C(=O)c2ccc3ccccc3c2)cc1	-5	4	1.2	2	u	-13	-3.1	11	0.0
CCOc1ccc(NC(=O)CSc2nnc(C)n2CC2CCCO2)cc1 (stereo not given)	-1	6	-0.8	3	-16	-2	-1.8	4	0.7
COc1ccc(Cl)cc1NC(=O)Cn1c(=O)oc2ccccc21	2	-3	2.7	-4	11	17	-0.8	-5	5.3
COc1ccc(CC(=O)N2CCN(c3ccccc3OC)CC2)cc1	-8	-3	1.2	-1	7	1	1.0	4	0.1
O=C(CCCCCn1c(=S)[nH]c2ccc(N3CCOCC3)cc2c1=O)NC1CCN(Cc2ccccc2)CC1	7	-17	-3.0	15	-4	8	-3.4	4	x
CN(C)c1ccc(/C=C2\SC(=O)N(CC(O)Cn3c4ccccc4c4ccccc43)C2=O)cc1 (stereo not given)	-14	0	1.2	2	3	-62	-1.4	-2	-3.8
O=C1CCCC2=C1C1(CCCCC1)N=C(Nc1nc3ccccc3s1)N2	5	-3	-1.2	2	-2	26	-1.2	10	0.6
COc1cccc(-c2nn[nH]n2)c1O	14	1	-0.9	1	2	5	-0.3	-2	-2.8
CN1CCN(C(=S)SCc2nc(N)nc(Nc3ccc(F)cc3)n2)CC1	8	-3	1.7	-1	1	1	0.4	-7	-5.2
O=S(=O)(c1ccccc1)c1nc(-c2ccco2)oc1Nc1ccccc1	-8	-1	-1.5	5	-14	-4	x	11	-2.3
C=CCOn1c(=O)c(-c2ccc(OC)c(OC)c2)[n+]([O-])c2ccccc21	-9	-39	0.5	-2	-2	7	3.7	19	0.3
CCN(C(=O)CSc1nnc(Nc2ccc(OC)cc2)s1)C1CCS(=O)(=O)C1 (stereo not given)	4	-7	2.1	1	-1	1	x	9	-0.4
O=C(NCC1CCCO1)C1CCC(=O)N1Cc1ccc(F)cc1 (stereo not given)	-7	-1	4.4	6	2	-6	-3.9	7	0.0
O=C(CCCn1c(=O)[nH]c2cc(Cl)ccc2c1=O)NCCCN1CCCC1	9	-5	-1.1	5	-2	-2	-1.8	11	-0.5

An excerpt from above, limited to GDH-TPI inh, Mtb FBA inh and BoNT-F LC inh.
mol | GDH-TPI inh | Mtb FBA inh | BoNT-F LC inh
CC(C)(C)OC(=O)NCCCCC1=CC2=CC(=O)C(C)(O)C(=O)C2=CO1 (stereo not given) | 6 | 1 | 18
CCOCCCn1c(=NC(=O)c2cccnc2)c(C(=O)OCC)cc2c(=O)n3ccccc3nc21 | 12&-4 | 145* | -9&-6
O=C(NCC1CCCO1)C1CCC(=O)N1Cc1ccc(F)cc1 (stereo not given) | 7 | 6 | 2

More structures:
SMILES	Rv3671c inh	PrPC TRFRET	Mtb UGM inh	Mtb FBA inh	BoNT-F LC inh	MazF activator	Mtb BioA inh	GDH-TPI inh	FadD28 binding
O=C(CN1C(=O)C(=O)c2ccccc21)NCCc1ccccc1	8	-12	-1.0	0	1	6	x	5	-0.5
O=C(Nc1ccccc1NC(=O)c1ccccc1F)c1ccccc1F	x	9	0.6	1	-6	3	-1.2	2	-1.9
COc1ccc(NC(=O)CN(C)C(=O)C2CC(=O)N(c3cccc4ccccc34)C2)cc1 (stereo not given)	-1	0	x	1	-7	-6	-2.1	3	-1.5
O=C(COc1ccccc1O)Nc1ccc(Cl)cc1	-8	10	4.2	-1	-9	-9	1.1	10	-0.5
Cc1ccccc1CN(C)CC(=O)Nc1ccccc1-c1ccccc1	2	-2	-3.4	-1	-7	-9	0.0	-1	-5.3
Cc1ccnc(NC(=O)CC(c2ccccc2)c2ccccc2)n1	5	-3	-0.4	-1	-1	-2	0.1	-6	-4.3
CCOC(=O)c1sc(N/N=C/c2ccc(N(C)C)cc2)nc1C	-5	3	-3.7	3	u	-1	-1.6	18	0.2
COC(=O)CCC(=O)OC1(C)C(=O)C=C2C=C3CCCN3C=C2C1=O (stereo not given)	-11	-12	1.7	-6	0	0	1.5	13	-0.2
Cc1ccc2c(c1)C1(SC(C)C(=O)N1c1ccc(Cl)cc1)C(=O)N2 (stereo not given)	x	4	x	-1	-4	x	x	x	-3.9
NC1=Nc2ccccc2Oc2ccccc21	5	12	-2.6	3	-1	4	x	9	0.1
Cc1ccc(/C=N/n2c(-c3ccncc3)n[nH]c2=S)o1	15	-4	0.2	-1	1	-5	x	1	-4.4
C=CCNC(=S)N/N=C/c1cn(C)c2ccccc12	0	12	0.9	1	8	-8	0.6	32*	-3.1
OC(c1ccccc1)c1nc(-c2cnc3ccccc3c2)cs1 (stereo not given)	x	-7	x	3	-4	x	0.1	-4	1.5
COc1cc(-c2ccc(NC(=O)CN3CCC(C)CC3)c(OC)c2)ccc1NC(=O)CN1CCC(C)CC1	x	1	x	1	-8	1	-1.5	8	-2.6
O=C(Nc1ccc(Cl)cc1)c1csc(-c2ccncc2)n1	-4	10	-0.8	-6	2	-8	x	-2	-4.3
O=C(CN1CCc2ccccc21)NN1CC(=O)N(c2ccccc2)CC1=O	-2	5	0.3	0	0	-13	x	3	-2.3
COc1ccc(OC)c(-c2cc(C(=O)N3CCCc4ccccc43)no2)c1	-1	-1	0.3	2	-3	-4	-0.3	34*	-1.7
O=C(Nc1ccc2c(c1)OCO2)c1cc2n(n1)C(C(F)(F)F)CC(c1ccccc1)N2 (stereo not given)	-5	8	-0.1	1	-13	6	0.2	16	-0.8
Cc1ccc(-c2cc(C(=O)N/N=C/c3ccccc3O)n[nH]2)o1	-7	2	7.7	8	-6	5	-2.7	20	-2.4
CC[C@@H]1C=C(C(=O)O)[C@H](c2ccc(Br)cc2)N1S(=O)(=O)c1ccc(C)cc1	-2	-8	x	-1	-1	-2	1.6	-1	-2.9
O=C(CSc1nnnn1-c1cccc2c1CCCC2)NC1CCCC1	4	7	-0.1	0	-14	-13	x	-9	-2.7
O=C(OCC(=O)N1CCOCC1)c1ccccc1OCc1ccccc1	-1	-4	0.6	-1	-2	6	0.8	1	-2.0
COC(=O)C(C)Sc1nc2c(cnn2-c2ccc(Cl)cc2)c(=O)[nH]1 (stereo not given)	-11	0	2.5	9	-6	1	7.7	14	-0.4
O=C(/C=C/c1ccco1)NC(=S)Nc1cccc(-c2nc3ccccc3o2)c1	-34	5	1.7	-1	11	2	x	14	-5.1
COc1ccc(CCNC(=O)COc2ccc3c(C)cc(=O)oc3c2)cc1	3	-9	-4.1	-1	3	11	-0.6	-9	-1.7
Cc1c(NC(=O)c2cn3ccccc3n2)cccc1-n1cnnn1	4	-3	-1.0	0	-16	1	x	0	-2.7
CCOc1ccc(Cl)cc1-c1cc(C(=O)NCc2cc(C(F)(F)F)cc(C(F)(F)F)c2)[nH]n1	x	-3	x	1	0	x	-0.7	-7	-1.2
O=C(COC(=O)Cc1ccc(Cl)cc1Cl)Nc1ccc(OC(F)F)cc1	9	-4	-1.0	-1	0	-6	x	11	-7.5
CC(C)c1ccc(NC(=O)c2cccnc2)cc1	3	5	2.9	3	-1	-6	19	13	-0.2
Cc1ccccc1OCC(=O)Nc1sc2c(c1C#N)CC(C)(C)NC2(C)C	5	-8	5.5	-3	26	2	-1.5	3	-0.7

Part of the list above, in markdown:
| Structure | Rv3671c inh | PrPC TRFRET | Mtb UGM inh | Mtb FBA inh | BoNT-F LC inh | MazF activator | Mtb BioA inh | GDH-TPI inh | FadD28 binding |
| --- | --- | --- | --- | --- | --- | --- | --- | --- | --- |
| COc1ccc(CCNC(=O)COc2ccc3c(C)cc(=O)oc3c2)cc1 | 3 | -9 | -4.1 | -1 | 3 | 11 | -0.6 | -9 | -1.7 |
| O=C(OCC(=O)N1CCOCC1)c1ccccc1OCc1ccccc1 | -1 | -4 | 0.6 | -1 | -2 | 6 | 0.8 | 1 | -2.0 |
| CC(C)c1ccc(NC(=O)c2cccnc2)cc1 | 3 | 5 | 2.9 | 3 | -1 | -6 | 19 | 13 | -0.2 |
